Screens as filed in PubChem BioAssay.
FBPA coupling cs = qHTS Assay for Inhibitors of Fructose-1,6-bisphosphate Aldolase from Giardia Lamblia: Coupling assay counterscreen; coupling enzyme system counterscreen, AmpLite Red fluorescence; AID 2472, 2010; hit rate 0.67% among 290,000; activity change, negative = inhibition, % at 58.2 µM, hits read low; in the data active = activity change below about -30%; note: % is set by controls: 0 for no effect and ±100 for the full control effect
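Activity here indicates interference with the coupling reaction, not aldolase inhibition. Compounds at 57.5 uM final met coupling enzymes for 10 min at RT; substrate and AmpLite Red detection followed, with a 525/598 nm fluorescence read after 20 min.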
USP2a inh = qHTS Assay for Inhibitors of Ubiquitin-specific Protease USP2a Using CHOP2 as the Reporter; Ubiquitin carboxyl-terminal hydrolase 2 (Homo sapiens), O75604; Potency, µM (series often up to 38.3 µM), without a hit: at the top dose activity change, negative = inhibition, usual class: inhibitors; USP2 core, Ub-CHOP2 coupled fluorogenic reporter, 485/531; hit rate 0.01% among 330,000;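 note: potency is the fitted concentration of half-maximal effect; plate controls were DMSO wells for no effect and full inhibition by NEM control for full effect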
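Cell-free coupled assay: 10nM USP2 core preincubated 30min RT with compound in Tris-HCl pH 8.0/CaCl2/CHAPS buffer, then 25nM Ub-CHOP2 and 25nM reporter substrate; fluorescence (Ex 485/Em 531) read after 60min RT, normalized to NEM inhibition, concentration-response curves fitted.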
PKM2 activator = qHTS Assay for Activators of Human Muscle isoform 2 Pyruvate Kinase; Pyruvate kinase PKM (Homo sapiens), P14618; purified PKM2, Kinase-Glo ATP luminescence, activation; response scale: 0% is enzyme alone, no compound; Potency, µM (titrated, usually from 57.5 µM), without a hit: top-dose activation, actives largely listed as activators; hit rate 0.34% among 260,000; AID 1631, 2009; note: potency is the fitted concentration of half-maximal effect; % is set by controls: 0 for no effect and ±100 for the full control effect; nearly all actives have a fitted effect of over 55% in size
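hPK-M2, >95% pure; 0.1 mM ADP / 0.5 mM PEP final; imidazole pH7.2 buffer w/ 7 mM MgCl2, 50 mM KCl; 1 h RT; Kinase-Glo lum. Intermediate enzyme activity for dual inhibitor/activator qHTS.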
B2AR arrestin = qHTS assay of beta-arrestin-biased ligands of beta2-adrenergic receptor. hit rate 0.02% among 330,000. Potency, µM (highest dose often 46.1 µM), without a hit: at the highest dose activation, hits mostly activators. beta-arrestin recruitment to beta2AR, cell-based reporter. AID 492947, 2010;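 note: potency is the fitted concentration of half-maximal effect; 0% = DMSO controls and full agonism = EC100 isoproterenol or metaproterenol; nearly all actives have a fitted effect of over 65% in size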
Target sequence (P07550 whole entry, looked up): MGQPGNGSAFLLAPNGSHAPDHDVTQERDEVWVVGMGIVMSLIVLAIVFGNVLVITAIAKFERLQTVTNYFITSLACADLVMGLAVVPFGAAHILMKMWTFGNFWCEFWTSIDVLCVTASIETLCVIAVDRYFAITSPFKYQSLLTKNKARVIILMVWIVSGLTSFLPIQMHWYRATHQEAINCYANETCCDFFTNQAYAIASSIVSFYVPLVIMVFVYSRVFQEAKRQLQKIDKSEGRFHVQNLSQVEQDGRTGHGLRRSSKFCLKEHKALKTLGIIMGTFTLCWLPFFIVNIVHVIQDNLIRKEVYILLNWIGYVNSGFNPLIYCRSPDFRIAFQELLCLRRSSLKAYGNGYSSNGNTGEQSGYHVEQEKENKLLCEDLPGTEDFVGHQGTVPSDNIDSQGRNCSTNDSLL
Giardia killer = Small Molecules that selectively kill Giardia lamblia: qHTS; Giardia lamblia trophozoite viability; activity change, % at 7.66 µM, hits read low; hit rate 0.15% among 340,000; AID 540267, 2011; in the data active = activity change below about -80%; inconclusive = between about -30% and that limit;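 note: parasites exposed to compound for two days anaerobically before the ATP read; % is set by controls: 0 for no effect and ±100 for the full control effect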
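Trophozoites 100 cells/well + cpd; 48 hrs, 37 deg C, anaerobic. ATPLite 1-Step added, 15-30 min RT, luminescence read (ATP-based viability).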
GALK inhibitor = qHTS Assay for Inhibitors of Human Galactokinase (GALK); P51570; Purified GALK, Kinase-Glo residual ATP luminescence; Potency, µM (titrated, usually from 57.5 µM), inactives show at the highest dose activity change, negative = inhibition, hits mostly inhibitors; hit rate 0.007% among 270,000; note: potency is the fitted concentration of half-maximal effect; % is set by controls: 0 for no effect and ±100 for the full control effect
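Kinase-Glo Plus luminescence measured ATP left after a 1 h room-temperature reaction. The reaction used 5 nM GALK, 100 uM galactose and 35 uM ATP at pH 8.0 (20 mM HEPES, 5 mM MgCl2, 60 mM NaCl, 1 mM DTT, 0.01% BSA).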
KCNH2 WT inh = qHTS for Inhibitors of KCHN2 3.1: Wildtype qHTS; AID 720551, 2013; activity change, % at 1.84 µM; U2OS, BacMam KCNH2, thallium flux FluxOr; stronger effect = lower value; hit rate 0.37% among 340,000; Voltage-gated inwardly rectifying potassium channel KCNH2 (Homo sapiens), Q12809;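 active = maximum activity change below -70%; inconclusive = maximum activity change between -70% and -50%; inactive = maximum activity change above -50%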; note: % is set by controls: 0 for no effect and ±100 for the full control effect
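U2OS cells were transduced with wild-type KCNH2 virus (2.03 x 10^8 / mL) for 4 h at room temperature, then cultured overnight at 37 C. Thallium flux was read with FluxOr dye. Rate constants were normalized to DMSO controls.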
Menin-MLL TR inh = qHTS Assay for Inhibitors Targeting the Menin-MLL Interaction in MLL Related Leukemias: Competition With Texas Red Labeled MLL-derived Mutant Peptide; AID 1768, 2009; Menin + Texas Red MLL mutant peptide, fluorescence polarization; O00255; hit rate 0.23% among 270,000; Potency, µM (doses to about 61.6 µM), for inactives: top-dose FP activity change, negative = inhibition, usual class: inhibitors; active = well fitted inhibition curve with a large enough effect in the polarisation, with a control signal flat, not every such curve was filed as active; inconclusive = small, poorly fitted or top-dose-only effect, or effect the other way, or a change in a side signal; inactive = no such curve, though single readings can be large or run the other way; the % refers to the polarisation; note: potency is the fitted concentration of half-maximal effect; % of control where 0% means no effect; many of its hits are not listed in these tables
Target sequence (O00255 whole entry, looked up): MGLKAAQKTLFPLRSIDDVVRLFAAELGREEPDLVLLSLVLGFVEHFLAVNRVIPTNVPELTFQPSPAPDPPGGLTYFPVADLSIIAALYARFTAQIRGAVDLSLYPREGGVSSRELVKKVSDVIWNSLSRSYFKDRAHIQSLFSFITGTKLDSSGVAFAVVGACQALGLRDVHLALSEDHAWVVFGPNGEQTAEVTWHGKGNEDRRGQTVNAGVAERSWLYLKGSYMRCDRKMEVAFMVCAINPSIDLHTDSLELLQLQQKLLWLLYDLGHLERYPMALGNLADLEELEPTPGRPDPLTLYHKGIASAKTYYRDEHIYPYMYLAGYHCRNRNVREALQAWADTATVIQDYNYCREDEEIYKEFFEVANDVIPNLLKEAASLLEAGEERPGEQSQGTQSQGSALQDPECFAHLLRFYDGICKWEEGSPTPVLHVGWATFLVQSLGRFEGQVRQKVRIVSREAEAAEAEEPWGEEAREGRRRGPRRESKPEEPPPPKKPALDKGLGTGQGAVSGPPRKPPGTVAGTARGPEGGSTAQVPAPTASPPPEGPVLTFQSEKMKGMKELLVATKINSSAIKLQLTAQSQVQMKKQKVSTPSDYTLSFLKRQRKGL
CXXC DNA block = qHTS Fluorescence Polarization Assay for Inhibitors of MLL CXXC domain - DNA interaction | Histone-lysine N-methyltransferase 2A (Homo sapiens), Q03164 | MLL-CXXC / FITC-HOXA9 DNA fluorescence polarization | Potency, µM (doses to about 115 µM), without a hit: at the top dose activity change, negative = inhibition, usual class: inhibitors | hit rate 0.037% among 290,000; active = well fitted inhibition curve with a large enough effect in the polarisation, with a control signal flat, not every such curve was filed as active; inconclusive = small, poorly fitted or top-dose-only effect, or effect the other way, or a change in a side signal; inactive = no such curve, though single readings can be large or run the other way; the % refers to the polarisation; note: potency is the fitted concentration of half-maximal effect
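Fluorescence polarization: 7 uM MLL-CXXC (stock) preincubated 5 min with compounds, then 50 nM fluorescein-HOX-A9 DNA (stock) added; 30 min ambient. Buffer 50 mM Tris-HCl pH 7.5, 50 mM NaCl, 1 mM DTT, 0.05% BSA.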
TRPV1 agonist = HTS Assay for Compounds that Act as Agonists of the Vanilloid Receptor 1; Transient receptor potential cation channel subfamily V member 1 (Homo sapiens), Q8NER1; TRPV1-expressing cells, Fluo-8 calcium influx, agonist mode; activation, % at 8.33 µM; hit rate 0.19% among 320,000; AID 540275, 2011; in the data active = activation above about 80%; inconclusive = between about 30% and that limit; note: 0% is about no effect
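Fluo-8 calcium influx in TRPV1-expressing cells, kinetic read (ex 480/em 520 nm). Compound added and read 3 min for agonist activity, followed by capsaicin at EC20 final and 2 min further read for enhancement.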
KCNH2 3.1 inh = qHTS for Inhibitors of KCHN2 3.1: Mutant qHTS. activity change, % (tested at about 1.8 µM). U2OS KCNH2 3.1, thallium flux FluxOr; stronger effect = lower value. hit rate 0.95% among 340,000. AID 720553, 2013;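 active = maximum activity change below -70%; inconclusive = maximum activity change from -70% to -50%; inactive = maximum activity change above -50%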;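 note: thallium influx rate constant from kinetic fluorescence after stimulation buffer; % is set by controls: 0 for no effect and ±100 for the full control effect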
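Thallium flux read-out: FluxOr dye with Red40 quencher in HBSS/HEPES, 45 min at RT. Rate constants from kinetic reads were normalized to positive and negative DMSO controls. Cells: U2OS virally expressing the 3.1 isoform.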
* hit, by the source's call; i = inactive; ? = inconclusive; · = not tested or not shown; [ ] = dose if it differs, or a comment. Unless noted, calls come from the whole dose curve; as a rule, active = well fitted curve in the direction sought with a large enough effect; inconclusive = small, poorly fitted or top-dose-only effect, or another doubt; inactive = no such curve, though single readings can be large; an effect the other way counts as inactive or inconclusive. These rows are one share of the data. The share of hits here may be higher or lower than overall.

SMILES	FBPA coupling cs	USP2a inh	PKM2 activator	B2AR arrestin	Giardia killer	GALK inhibitor	KCNH2 WT inh	Menin-MLL TR inh	CXXC DNA block	TRPV1 agonist	KCNH2 3.1 inh
CC(=O)O[C@]1(c2ccccc2)CCN(C)[C@H]2CCCC[C@@H]21	-1	1%	-6%	-0.5%	4	-1%	12	2%	-9%	2	7
O=c1[nH]c(=S)n(CCC2=CCCCC2)c(O)c1C=NC1CCN(Cc2ccccc2)CC1	3	1%	16%	-0.3%	-1	3%	-27	-30%	29%	-4	?
COc1ccc(C(=O)OC2CC3CCC(C2)[N+]3(C)[O-])cc1OC (stereo not drawn)	0	2%	·	-0.2%	3	·	0	20%	32%	-1	4
Cc1ccccc1-n1c(/C=C/c2ccccn2)nc2ccccc2c1=O	-3	1%	-4%	0.4%	-5	-3%	3	?	4%	4	1
CC(C)CCNC(=O)Cn1c(=O)oc2cc(S(=O)(=O)N3CCc4ccccc43)ccc21	0	1%	7%	?	-22	2%	0	1%[11.7 µM]	10%	·	0
Cc1cc(C)cc(NC(=S)NC2CC3CCC(C2)N3Cc2ccco2)c1 (stereo not drawn)	4	2%	-3%	0.7%	-4	2%	-21	?	10%	-4	1
O=C1C2CCN(CC2)C1Cc1ccc(OCc2ccccc2)cc1 (stereo not drawn)	0	-1%	-1%	-0.2%	1	-1%	1	-18%	-11%	7	-14
Cc1ccc(OCC(=O)NCCN2CCN(C(=O)COc3ccc(C)cc3)CC2)cc1	2	-1%	7%	-0.1%	-4	-1%	6	-12%	-9%	15	-24
CCCCn1c(O)c(/C=C/C=Nc2ccccc2)c(=O)[nH]c1=O	-1	6%	-5%	-0.2%	5	2%	-13	14%	?	15	16
CC(=O)Nc1ccccc1C(=O)OCC(=O)Nc1ncccn1	1	3%	2%	-0.3%	22	11%	-10	-7%	1%	-1	2
Fc1ccc(CNCCc2ccccc2)cc1	0	0%	-2%	0.3%	-21	0%	3	-11%	2%	2	-1
COC(=O)C1=C(c2cccc(OCc3ccccc3)c2)C[C@@H]2CC[C@H]1N2C(=O)NCc1ccc(OC)cc1	·	4%	·	0.2%	1	·	1	·	·	16	-6
COc1cc(OC)c(OC)cc1CNC(C)C(O)c1ccccc1 (stereo not drawn)	-1	7%	0%	0.5%	-10	5%	-1	1%	2%	-1	-31
CSc1nnc([C@@H](N)Cc2c[nH]c3ccccc23)o1	-1	-11%	-3%	-0.5%	-24	1%	7	-8%	-3%	0	15
C[N+](C)(C)CC(=O)Nc1ccc(Cl)cc1C(=O)c1ccccc1	3	0%	5%	0.0%	4	-2%	3	-12%	-5%	2	3
COC(=O)C1=C(c2cccc(OCc3ccccc3)c2)C[C@@H]2CC[C@H]1N2C(=O)NCc1ccccc1C(F)(F)F	·	0%	·	0.0%	8	·	-6	·	·	-7	-28
CCC(C)c1ccc(N2C(=O)NC(=O)/C(=C/c3cccn3CCOc3ccc(C)cc3)C2=O)cc1 (stereo not drawn)	1	4%	3%	-0.4%	0	-4%	-1	29%	5%	6	-43
CC(=O)Nc1ccc(OC(=O)N(C)c2ccc(C)cc2)cc1	1	-1%	0%	0.4%	-16	-4%	-4	14%	-5%	3	-6
CC(O)(CS(=O)(=O)c1cccc(C(F)(F)F)c1)C(=O)Nc1cccc(C(F)(F)F)c1 (stereo not drawn)	-5	1%	1%	-0.2%	4	-3%	21	·	-15%	·	1
CCN(CC(=O)Nc1ccc(C#N)c(Cl)c1)CC(=O)NC1CCS(=O)(=O)C1 (stereo not drawn)	·	0%	·	-0.3%	-8	·	6	·	·	-4	3
CCCOP(=O)(OCCC)C(Nc1cccc(C(F)(F)F)c1)c1ccc(C)cc1 (stereo not drawn)	-5	-1%	-2%	-0.3%	0	1%	11	?	-22%	?	13
COc1ccccc1OCCCn1cc(C=O)c2ccccc21	-24	-1%	7%	0.1%	-6	-3%	-4	3%	-1%	4	-22
COc1ccccc1N1CCN(Cc2ccc(Cl)cc2Cl)CC1	0	3%	3%	-0.3%	-13	1%	-4	-22%	3%	8	15
CN1CCN(C(=O)COc2ccc(Oc3ccccc3)cc2)CC1	2	2%	-4%	0.0%	3	9%	-17	-10%	3%	19	-2
C/C(=N\NC(N)=O)c1c(O)n(C)c(=O)n(C)c1=O	0	10%	2%	0.1%	-3	1%	·	11%	-3%	1	6
CCCCc1nc2ccccc2c(=O)n1-c1ccccc1O	2	3%	0%	10%	4	0%	-7	2%	14%	26	3
O=C(c1sc2ccccc2c1Cl)N1CCC2(CC1)OCCO2	3	0%	-5%	-0.1%	-4	0%	-4	-10%	-7%	2	-4
Cc1cc(/C=C2\C(=O)NC(=O)N(c3ccc(Br)cc3)C2=O)c(C)n1C	0	1%	-5%	-0.3%	5	-6%	-7	-6%	0%	1	7
CC(C)OP(=O)(OC(C)C)C(O)c1cccnc1 (stereo not drawn)	4	2%	-7%	13%	14	1%	-4	4%	7%	-3	-12
Cc1nn(Cc2ccccc2)c(Cl)c1C(=O)OCC(=O)NCC1CCCO1 (stereo not drawn)	3	-1%	8%	3.0%	3	1%	-5	3%	0%	-2	17
C[C@]12CC[C@@H](O)C[C@@H]1CC[C@@H]1[C@@H]2CC[C@]2(C)[C@@H](O)CC[C@@H]12	8	-1%	27%	-0.1%	-9	0%	-8	-1%	2%	3	-10
Cc1cccc(N=Nc2ccc(N(C)C)cc2)c1	0	1%	-11%	0.5%	3	-2%	5	?	6%	0	-7
COc1ccc2[nH]c3c(c2c1)CCNC3	·	0%	·	2.1%	-22	·	-4	-7%	27%	11	0
CCC1(CC)C(=O)N(Cc2ccccc2)C(=O)N(Cc2ccccc2)C1=O	4	-12%	-5%	0.1%	2	3%	19	-7%	12%	20	-6
Cc1ccc(NC(=O)CN2C(=O)CN=C(c3ccccc3)c3cc(Cl)ccc32)cc1	-1	-29%	-9%	0.2%	17	0%	1	0%	8%	-3	-7
C/C=C(\C)C(=O)N[C@@H](c1ccccc1)[C@@H](O)C(=O)O[C@H]1C[C@@]2(O)[C@@H](OC(=O)c3ccccc3)C3[C@](C)(C(=O)[C@H](OC(C)=O)C(=C1C)C2(C)C)[C@H](O)C[C@H]1OC[C@@]31OC(C)=O (stereo partly drawn)	-4	-7%	-1%	-0.6%	?	·	2	-7%	-2%	1	-4
CCCCn1c(O)c(/C=N/NC(=O)c2ccncc2)c(=O)[nH]c1=O	0	-6%	-5%	3.0%	35[activator]	-2%	3	·	17%	11	-3
COc1ccc(C(=O)C2CCCN(Cc3ccsc3)C2)cc1OC (stereo not drawn)	-7	-2%	0%	9.6%	16	0%	i	?	-3%	-9	5
C=Cn1ccnc1P(=S)(c1cc(N(CC)CC)ns1)c1nccn1C=C	1	0%	-2%	0.0%	-6	4%	-5	-18%	4%	-2	4
COC(=O)C1=C(c2cccc(C#N)c2)C[C@@H]2CC[C@H]1N2C(=O)N1CCC(C)CC1	·	0%	·	0.2%	-11	·	12	·	·	?	11
O=C(O)C1C(C(=O)O)C2(Cl)C(Cl)=C(Cl)C1(Cl)C2(Cl)Cl (stereo not drawn)	·	-1%	·	-1.0%	-14	·	7	·	·	-1	1
CCC(C)n1c(O)c(C=Nc2cccc(C(F)(F)F)c2)c(=O)[nH]c1=S (stereo not drawn)	-1	-1%	4%	0.9%	18	-1%	15	8%	18%	3	7
COc1ccc(-n2c(O)c(C=NCCN3CCN(C(C)=O)CC3)c(=O)[nH]c2=S)cc1	1	2%	·	-1.1%	2	-2%	19	2%	8%	1	4
O=[N+]([O-])c1ccc(NCc2ccc(Cl)cc2)c2ccncc12	-19	3%	·	-0.1%	19	·	-2	?	69%[activator]	-6	11
